Bioassay records: PubChem, The Scripps Research Institute Molecular Screening Center
PME-1 inh = blocks human protein phosphatase methylesterase 1 | Q9Y570 | inhibition, % at 5.9 µM | 320,000 compounds, 0.53% hits | recombinant PME-1, FP-Rh probe fluorescence polarization;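 active means inhibition above the campaign mean of all compounds plus 3 SD, cut at about 26% in these data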;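 further: competitive labeling of PME-1 active site by serine hydrolase directed probe; 0% = PME-1 with DMSO and 100% = wells lacking PME-1 enzyme; inhibitors block probe labeling so polarization falls and inhibition rises; many of its hits are not listed in these tables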
LYPLA1 inh = blocks human lysophospholipase 1, a PME1 counter-screen; O75608; recombinant LYPLA1, FP-Rh probe fluorescence polarization; inhibition, % at 5.9 µM; 320,000 compounds, 0.16% hits;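 active means inhibition above the mean of all tested compounds plus 3 SD, set per campaign, cut at about 14% in these data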;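 further: inhibitors block serine hydrolase probe labeling of LYPLA1 so polarization falls; 0% = enzyme with DMSO and 100% = wells lacking LYPLA1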
PAD4 FP inh = inhibitors of human PAD4 | Q9UM07 | recombinant PAD4, RCA probe fluorescence polarization | inhibition, % at 6.36 µM | 330,000 compounds, 0.41% hits;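 active means percent inhibition above a cutoff equal to the mean of all tested compounds plus 3 SD, cut at about 15% in these data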;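 further: 0% = PAD4 with RCA probe and DMSO and 100% = probe without PAD4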
PAFAH2 FP inh = inhibitors of human PAFAH2; recombinant PAFAH2, FP-rhodamine activity probe, fluorescence polarization; 340,000 compounds, 0.99% hits; inhibition, % at 3.39 µM;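 active means inhibition above the mean over all tested compounds plus 3 SD, cut at about 30% in these data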;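 further: inhibitors block probe labeling of enzyme so polarization drops; 0% = enzyme with DMSO and 100% = wells lacking PAFAH2 protein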
PAFAH1B2 FP inh = inhibitors of human PAFAH1B2 | P68402 | recombinant PAFAH1B2, FP-rhodamine activity probe, fluorescence polarization | inhibition, % at 3.39 µM | 340,000 compounds, 1.2% hits | AID 492953;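 active means inhibition above the mean of all tested compounds plus 3 SD, cut at about 24% in these data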;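 further: 0% = enzyme with DMSO and 100% = wells lacking PAFAH1B2; many of its hits are not listed in these tables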
GSTO1 inh = counter-screen for RBBP9 inhibitors: inhibitors of human GSTO1 | P78417 | recombinant GSTO1, activity-based probe fluorescence polarization | inhibition, % at 5.96 µM | 300,000 compounds, 1.1% hits | AID 1974;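 active means inhibition above the campaign mean inhibition plus 3 SD, cut at about 35% in these data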;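 further: 0% = GSTO1-1 with DMSO and 100% = wells lacking GSTO1-1 enzyme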
Target sequence (P78417 whole entry, looked up): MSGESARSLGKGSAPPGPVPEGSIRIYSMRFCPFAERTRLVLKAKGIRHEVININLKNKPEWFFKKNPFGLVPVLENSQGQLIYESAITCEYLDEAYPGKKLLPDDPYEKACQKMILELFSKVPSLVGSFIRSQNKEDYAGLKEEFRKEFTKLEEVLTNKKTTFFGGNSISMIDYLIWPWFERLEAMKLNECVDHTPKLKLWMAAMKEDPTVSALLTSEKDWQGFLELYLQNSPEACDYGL
pPAFAH FP inh = inhibitors of human plasma PAF acetylhydrolase (pPAFAH). Q13093. 330,000 compounds, 1.5% hits. inhibition, % at 3.39 µM. AID 463082. recombinant pPAFAH, FP-rhodamine probe fluorescence polarization;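 active means inhibition above the mean inhibition across the screen plus 3 SD, cut at about 25% in these data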;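 further: inhibitors block binding of the rhodamine activity-based probe so polarization drops; 0% = enzyme with DMSO and 100% = wells lacking pPAFAH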
Target sequence (Q13093 whole entry, looked up): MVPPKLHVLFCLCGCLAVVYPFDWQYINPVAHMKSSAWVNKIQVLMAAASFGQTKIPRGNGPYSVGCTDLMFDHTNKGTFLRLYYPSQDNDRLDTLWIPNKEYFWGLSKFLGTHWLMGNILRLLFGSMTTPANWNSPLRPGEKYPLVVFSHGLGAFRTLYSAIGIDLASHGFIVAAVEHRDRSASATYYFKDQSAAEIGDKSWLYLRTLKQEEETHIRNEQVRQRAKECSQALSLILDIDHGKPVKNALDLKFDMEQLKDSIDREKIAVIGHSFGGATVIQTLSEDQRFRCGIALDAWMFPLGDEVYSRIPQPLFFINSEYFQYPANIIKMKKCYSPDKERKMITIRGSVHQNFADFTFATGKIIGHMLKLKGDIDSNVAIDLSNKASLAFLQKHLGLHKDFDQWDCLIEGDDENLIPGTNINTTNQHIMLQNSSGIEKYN
PAFAH1B3 inh = blocks human PAF acetylhydrolase 1B catalytic subunit 3; Q15102; recombinant PAFAH1B3, FP-rhodamine probe, fluorescence polarization; inhibition, % at 3.39 µM; 340,000 compounds, 0.28% hits;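 active means inhibition above the screen-wide average of all tested compounds plus 3 SD, cut at about 25% in these data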;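 further: 0% = enzyme with DMSO only and 100% = wells lacking PAFAH1B3 protein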
Target sequence (Q15102 whole entry, looked up): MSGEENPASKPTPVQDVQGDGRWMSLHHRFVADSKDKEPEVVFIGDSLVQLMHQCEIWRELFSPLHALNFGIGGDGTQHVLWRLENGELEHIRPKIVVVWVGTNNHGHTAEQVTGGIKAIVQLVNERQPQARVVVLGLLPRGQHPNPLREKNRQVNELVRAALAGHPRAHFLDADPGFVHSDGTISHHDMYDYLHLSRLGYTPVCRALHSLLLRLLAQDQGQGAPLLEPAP
Fam108B inh = counter-screen for RBBP9 inhibitors: inhibitors of mouse Fam108B; recombinant Fam108B, FP-Rh probe fluorescence polarization; inhibition, % at 9.51 µM; 300,000 compounds, 0.33% hits; AID 1947;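 active means inhibition above the screen mean inhibition plus 3 SD, computed separately per campaign, cut at about 18% in these data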;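 further: inhibitors lower polarization as less probe binds the enzyme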
* marks the source's active call; other numbers are inactive results; / = not tested or not shown; & = joins results of further samples. Not all compounds are listed (hit frequency here may not be typical).

SMILES	PME-1 inh	LYPLA1 inh	PAD4 FP inh	PAFAH2 FP inh	PAFAH1B2 FP inh	GSTO1 inh	pPAFAH FP inh	PAFAH1B3 inh	Fam108B inh
Cc1nn(-c2ccccc2)c(C)c1/C=C/C(=O)OC(C)C(=O)Nc1ncc(Cl)cc1Cl (centres undefined)	4	0	-2	-3	4	2	10	3	0
COc1ccc2sc3c(=O)[nH]c4ccccc4c3c2c1	1	-5	0	-2	6	-4	-3	-3	-18
CC1CCCCC1NC(=O)C1CC(=O)N(Cc2ccccc2)C1 (centres undefined)	5	-1	1	5	2	-4	3	10	-2
CCOC(=O)C1CCCN(C(=O)CSCc2ccccc2)C1 (centres undefined)	-1	0	2	5	5	4	3	2	-3
O=C1OC(c2ccc(Cl)cc2)=N/C1=C\c1cccnc1	0	3	-4	3	2	6	-1	7	0
CCNc1nc(OC)nc(SCC(=O)Nc2ccccc2)n1	-1	-1	-1	-1	5	4	1	10	-2
O=C(Nc1cccc(C(F)(F)F)c1)c1cc2c(s1)-c1ccccc1OC2	0	-1	-6	-6	-9	-4	2	-6	5
Cc1ccc(C(=O)C(C)OC(=O)c2cc3cc([N+](=O)[O-])ccc3oc2=O)cc1 (centres undefined)	3	0	-2	3	2	5	11	-6	2
CCOc1nc(S(=O)(=O)c2ccc(C)cc2)c(Cl)s1	0	-1	-1	3	-5	1	-1	10	0
CCC[C@@H]1C[C@@]1(CCC)[C@@H](NP(=O)(c1ccccc1)c1ccccc1)c1ccc(C(=O)OC)cc1	0	-6	1	/	/	-6	0	/	-9
Cc1ccccc1-n1c(=O)cc(N2CCC3(CC2)OCCO3)[nH]c1=O	-8	-2	3	-1	5	-1	7	8	-4
CC(=O)c1ccc(N(CC(=O)NC2CCCC2)C(=O)c2ccc(C)s2)cc1	-3	5	-1	3	-3	3	2	3	4
O=C(/C=C/c1c(F)cccc1Cl)N1CCc2ccccc2C1	-2	1	-4	10	5	5	7	4	-4
CCc1ccc(CN2CCC(n3nccc3NC(=O)c3cccc(F)c3)CC2)cc1	5	0	1	-2	3	19	1	7	1
COc1ccc(NC(=O)COc2cccnc2[N+](=O)[O-])cc1OC	-3	1	-6	1	2	10	0	1	-4
CCC(C(=O)NC(C)(C)C)N(Cc1ccco1)C(=O)Cn1nnc(-c2ccc(F)cc2)n1 (centres undefined)	1	0	-1	1	3	0	-2	9	1
CCN(c1ccccc1)S(=O)(=O)c1ccc(C(=O)Nc2ncccc2C)cc1	0	-1	-1	5	2	2	3	1	1
Cc1ccc(S(=O)(=O)N2CCN(S(=O)(=O)N3CCCCC3)CC2)c(C)c1	5	1	1	-3	-2	8	-1	-8	7
NC(=O)C1CCN(CCC(=O)Nc2ccc(Br)cc2)CC1	-2	4	-7	-2	4	3	4	19	-1
O=C(Nc1cccc(S(=O)(=O)N2CCCCCC2)c1)C1CCN(C(=O)c2ccc(F)cc2)CC1	5	-1	-2	6	4	-5	1	-1	5
O=C(COC(=O)Cc1c(F)cccc1Cl)NNC(=O)c1ccccc1	/	/	1	6	5	/	4	-1	/
CC(C)(CO)NCc1cc(Br)ccc1OCc1ccccc1	-2	-1	-2	9	0	7	-1	6	0
Cn1c(CNc2ccccn2)c(C#N)c2ccccc21	-8	0	-11	1	-1	-4	-3	0	-5
Cc1cc(NC(=O)COn2nnc3ccc(Cl)cc32)no1	-2	-2	-5	9	9	21	6	6	-7
COc1ccc(NC(=O)Cn2nnc(C(=O)NCc3ccco3)c2N)cc1	5	1	0	0	3	-6	4	-8	-6

(listing goes on)
SMILES	PME-1 inh	LYPLA1 inh	PAD4 FP inh	PAFAH2 FP inh	PAFAH1B2 FP inh	GSTO1 inh	pPAFAH FP inh	PAFAH1B3 inh	Fam108B inh
CC(C)n1nc(C(=O)NCCc2ccc(S(N)(=O)=O)cc2)c2ccccc2c1=O	3	0	2	-1	5	-5	2	10	3
CCOc1ccc(/C=C/C(=O)c2c(O)c3ccccc3oc2=O)cc1	-4	1	2	15	4	0	-2	6	-1
CC(=O)NNc1ncnc2ccccc12	2	-1	-1	1	-3	-3	0	11	1
COc1cccc(-c2csc(NC(=O)Nc3ccccc3)n2)c1	-18	-39	1	-13	8	-50	-4	12	-10
Cc1[nH]c(=O)[nH]c(=O)c1S(=O)(=O)Nc1ccc(S(N)(=O)=O)cc1	2	4	4	7	-2	-4	1	9	-1
Cc1noc(C)c1COC(=O)c1cc2ccccc2cc1O	2	-5	-1	-2	5	9	5	-1	2
COc1ccc(/C(N)=N/OC(=O)c2cccc([N+](=O)[O-])c2C)cc1	0	2	2	4	-1	-12	1	6	4
CCOC(=O)CCCNC(=O)CCNC(=O)c1ccc(OC(C)C)cc1	-2	0	-2	-8	6	4	-1	-4	5
O=C(O)c1ccccc1SC1CC(=O)N(C2CCCCC2)C1=O (centres undefined)	6	2	7	2	10	6	3	0	2
Cc1cc(S(=O)(=O)NCCC2=CCCCC2)ccc1Br	7	-1	-2	-2	9	5	8	1	0
CC(Oc1ccccc1)C(=O)Nc1ccccc1O (centres undefined)	-1	2	-7	3	5	0	-1	4	0
CN1CCCN(S(=O)(=O)c2ccc3ccccc3c2)CC1	-2	-1	-1	-11	3	8	10	3	-5
Cn1cccc1Cc1nnc(SCC(=O)NCc2ccc3c(c2)OCO3)n1CCc1ccccc1	1	-4	-4	-2	5	5	10	10	2
C=CCOc1ccc(CN(C)C(=O)c2ccc(CNS(=O)(=O)c3ccc(C)c(C)c3)cc2)cc1	12	-5	-3	4	3	/	2	4	/
Cc1cnc(NC(=O)CSc2nnc(Cc3ccccc3)n2C)s1	1	1	-2	-5	3	-3	4	9	5
O=C(CSc1ccc(-c2cccnc2)nn1)N1CCCc2ccccc21	-3	4	-1	/	/	-5	8	/	3
c1ccc(CCc2cc3ccccc3[nH]2)cc1	-1	-5	-3	10	19	/	4	13	/
CCC(=O)N1CCN(c2ccc(Cl)cc2NC(=O)c2ccc([N+](=O)[O-])o2)CC1	2	4	-3	-1	-4	2	-3	-6	-3
CCOC(=O)Cc1ccc(NC(=O)c2ccccc2Br)cc1	3	3	-2	1	6	3	-2	12	1
Cc1ccc(S(=O)(=O)N2CCCCC2)cc1NC(=O)Cn1cnnn1	-6	0	1	-1	3	5	4	7	3
CCOCC(O)CSCc1ccc(Cl)cc1 (centres undefined)	-1	3	-2	3	26*	6	2	-1	0
Cc1c(NC(=O)c2cc(-c3ccc(Cl)c(Cl)c3)on2)c(=O)n(-c2ccccc2)n1C	-12	0	-7	3	-1	-1	1	-6	-5
COCCCNCCCOc1ccc(C)cc1Br	-1	-3	-12	-10	2	6	-6	-4	-1
Cc1ccc(NCc2nnc(SCC(=O)N3CCc4ccccc43)n2C)cc1	4	3	0	4	9	-2	2	13	-3
CCOc1ccc(-n2cnc3scc(-c4ccc(OC)c(OC)c4)c3c2=O)cc1	-5	-5	2	-6	1	3	3	5	1

Further records.
SMILES	PME-1 inh	LYPLA1 inh	PAD4 FP inh	PAFAH2 FP inh	PAFAH1B2 FP inh	GSTO1 inh	pPAFAH FP inh	PAFAH1B3 inh	Fam108B inh
COc1cc(NC(=S)NCCSc2ccc(C)cc2)cc(OC)c1	13	-10	-2	6	10	-2	0	12	-1
CC1=NN(C(=O)c2ccc(Br)cc2)C(O)(C(F)(F)OC(F)(F)F)C1 (centres undefined)	0	-3	-4	-6	2	5	9	2	-2
O=C(c1ccc(COc2ccccc2Cl)o1)N1CCN(Cc2ccc3c(c2)OCO3)CC1	4&-6	3&-2	-5&2	11&1	1&-3	-1&-2	5&8	6&3	-6&2
N#Cc1ccccc1COC(=O)c1ccc(Br)o1	-3	-1	-1	5	-3	7	4	3	0
COc1ccccc1C(=O)N/C(=C\c1cn(C)c2ccccc12)C(=O)NCCCN1CCOCC1	1	-4	-2	-2	2	4	2	8	1
CCc1ccccc1NC(=O)Cn1nnc(C(=O)NCc2cccs2)c1N	-10	4	0	-1	4	0	2	5	3
Cc1ccc(C)c(S(=O)(=O)N2CCCC2CNC(=O)C(=O)NC2CCCCCC2)c1 (centres undefined)	-3	-1	3	-4	0	12	1	-1	-1
CCOC(=O)CNC(=O)Cn1cnc2c(nnn2-c2ccc(C)cc2)c1=O	-4	2	-2	-3	-5	-2	1	5	0
CCc1ccc(NC(=O)Cn2nc(C)n3cccc3c2=O)cc1	0	1	-1	3	2	7	-3	-1	2
Cc1ccc(S(=O)(=O)N2CCC(C(=O)OCc3ccccc3)CC2)cc1C	0	-2	-3	-3	5	-3	-1	12	-2
Cc1cccn2c(CNCCSc3nccn3C)c(C(=O)N3CCCCC3)nc12	2	-2	0	0	0	1	-1	3	1
COC(=O)c1ccc(CSc2nnc(Nc3ccc(OC)cc3)s2)o1	9	3	2	4	5	5	7	0	0
COc1cccc(C(=O)NCc2ccccc2OC)c1	-4	1	-5	6	0	-6	4	0	1
O=C(Nc1ccccc1)N(CCc1ccncc1)C1CCCCC1	3	-1	-3	0	1	-4	-2	-6	4
CCn1c2ccccc2c2cc(/C=N/n3c(C)nnc3C)ccc21	0	-1	1	-7	11	-6	4	-2	0
Cc1[nH]nc2c1C(=O)CC(C)(C)C2	0	-7	-2	-2	-2	6	-4	9	4
CCN1CCN(C(=O)C(C)N(c2ccc(C)cc2)S(C)(=O)=O)CC1 (centres undefined)	3	-1	0	-3	0	-1	8	-6	-1
COc1cc(/C=N/NC(=O)CCC(=O)NCc2ccccc2)cc(OC)c1OC	1	-2	-1	1	6	1	0	9	4
O=C(NCCCN1CCCC1)Nc1ccc(F)cc1	-5	-1	-2	3	0	1	3	-5	-1
Cn1cccc1CNC(=S)Nc1ccccc1F	-3	2	-3	-7	6	-11	0	4	1
COc1ccccc1CNC(=O)N1CCN(S(=O)(=O)c2ccc(Cl)cc2)CC1	-1	-2	0	-11	30*	5	5	4	3
Cc1ccccc1C(=O)NC1CCN(C(=O)Nc2ccccc2Cl)CC1	1	-3	4	1	6	4	6	-1	3
COc1cccc(/C=C/C(=O)OCC(=O)c2c(N)n(C)c(=O)n(C)c2=O)c1	9	2	-5	5	-6	/	-8	0	/
O=C(Nc1cccnc1)c1cccc(-c2cc3ccccc3oc2=O)c1	-3	5	0	6	-3	3	4	0	-11
CS(=O)(=O)N(CC(=O)N1CCCCCC1)c1ccc2c(c1)OCCO2	7	3	-4	6	-2	-3	5	-9	-1

(next part)
SMILES	PME-1 inh	LYPLA1 inh	PAD4 FP inh	PAFAH2 FP inh	PAFAH1B2 FP inh	GSTO1 inh	pPAFAH FP inh	PAFAH1B3 inh	Fam108B inh
Cc1occc1C(=O)NNC(=S)NC(=O)COc1ccc(Cl)cc1Cl	10	-1	4	8	12	2	0	6	0
O=C(CCCOc1ccc(Cl)cc1Cl)NCCCn1ccnc1	-3	-2	-3	1	0	0	0	-2	1
Fc1ccc(CSc2nnc3ccccn23)c(Cl)c1	0	2	2	4	6	0	4	4	-5
Cc1ccc(NC(=S)N(Cc2ccco2)C2CCN(C(C)C)CC2)cc1	3	-1	-2	-6	-1	1	2	5	-5
Nc1ccc(Nc2ccc([N+](=O)[O-])cc2[N+](=O)[O-])cc1	7	5	-7	0	-3	5	9	5	3
Cn1c(=O)[nH]c(=O)c2c1nc(N/N=C/c1ccncc1)n2Cc1ccc(Cl)cc1	3	-1	0	/	/	-3	2	/	5
O=C(CNC(=O)c1ccc(Cl)cc1Cl)NCC1CCCO1 (centres undefined)	4	-1	1	17	4	-8	3	2	-3
CC(C(=O)Nc1ccccc1Br)N1c2cccc3cccc(c23)S1(=O)=O (centres undefined)	3	1	-3	2	5	-5	4	7	-6
